# ADAM10 inh: human ADAM10 inhibitors, primary screen, biochemical, QFRET, HTS. hit rate 0.62% among 370,000. inhibition, % at 7 µM. recombinant ADAM10, EDANS/DABCYL FRET peptide cleavage, 3 h. AID 720582, 2013;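 active = inhibition above a per-campaign cutoff equal to the mean of compounds falling between control-based bounds plus 3 SD, cut at about 20% in these data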;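 also: 0% = DMSO wells while the 100% control is not disclosed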
# Target sequence (O14672 214-748 limits assumed): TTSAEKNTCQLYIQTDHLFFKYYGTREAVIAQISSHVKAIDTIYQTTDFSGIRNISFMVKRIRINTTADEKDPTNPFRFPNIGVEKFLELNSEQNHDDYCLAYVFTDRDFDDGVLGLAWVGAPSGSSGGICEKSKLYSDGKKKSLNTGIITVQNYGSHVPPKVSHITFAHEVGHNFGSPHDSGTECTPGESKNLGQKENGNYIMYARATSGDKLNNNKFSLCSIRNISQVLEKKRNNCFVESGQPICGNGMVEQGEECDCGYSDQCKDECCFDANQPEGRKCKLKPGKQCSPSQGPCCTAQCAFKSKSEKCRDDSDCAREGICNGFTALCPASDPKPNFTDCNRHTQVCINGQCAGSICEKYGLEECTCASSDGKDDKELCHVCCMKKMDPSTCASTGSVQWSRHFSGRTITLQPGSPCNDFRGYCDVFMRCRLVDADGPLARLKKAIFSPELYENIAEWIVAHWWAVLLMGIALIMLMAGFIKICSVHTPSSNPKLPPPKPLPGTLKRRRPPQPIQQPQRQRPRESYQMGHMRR
# PG9 binder: binders of HIV-1 gp120 antibody PG9, primary screen, biochemical, TR-FRET | TR-FRET gp120-PG9 antibody binding | inhibition, % at 6.7 µM | hit rate 0.43% among 360,000 | AID 624416, 2012; in the data active = inhibition above about 8.5%
# GAA850 FXN act: FXN promoter activators, primary screen, cell-based, luciferase luminescence, HEK293 lucGAA850; HEK293 lucGAA850 FXN promoter luciferase reporter, 24 h; percent of 10 µM SAHA response; activation, % at 6 µM; hit rate 0.56% among 360,000; AID 540364, 2011;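 active = activation above the average of all compounds screened plus 3 SD, cutoff fixed separately per campaign, cut at about 7.5% in these data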;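 also: 0% = DMSO wells and 100% = 10 µM SAHA wells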
# DAX1 inh-1: DAX1 (NR0B1) inhibitors on StAR promoter, primary screen, cell-based, luminescence, SF-1 (NR5A1), full-length DAX-1 | HEK293T StAR-luciferase reporter, SF-1/DAX-1 repression relief | inhibition, % at 6.8 µM | hit rate 1.1% among 370,000 | AID 652010, 2013;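 active = inhibition above the mean over all tested compounds plus 3 SD, cut at about 3.6% in these data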;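 also: 0% = DAX-1 cells with DMSO and 100% = cells lacking DAX-1 with DMSO; higher inhibition means more luminescence from relief of DAX-1 repression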
# NPR1 activator: GC-A stimulated cGMP production enhancers – HEK293 GC-A cells, cGMP TR-FRET, EC30 ANP, primary screen. Atrial natriuretic peptide receptor 1 (Homo sapiens), P16066. hit rate 0.14% among 370,000. 0% at EC30 ANP, 100% saturating ANP. activation, % at 10 µM; in the data active = activation above about 40%
# SMARCA2 activ: SMARCA2 (BRM) function activators, primary screen, cell-based, luminescence, high throughput | activation, % at 9.1 µM | hit rate 1% among 370,000 | MG213 cells, MMTV-luciferase reporter, dexamethasone, overnight | AID 652017, 2013; in the data active = activation above about 7.8%;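 also: 0% = vehicle wells and 100% = reference activator wells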
# ADAM17 inh: ADAM17 inhibitors, primary screen, biochemical, QFRET; Disintegrin and metalloproteinase domain-containing protein 17 (Homo sapiens), P78536; recombinant ADAM17, EDANS/DABCYL FRET peptide cleavage; inhibition, % at 6.95 µM; hit rate 0.83% among 370,000; AID 720648, 2013;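 active = inhibition above the mean of compounds lying between control limits plus 3 SD, set per campaign, cut at about 8.5% in these data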;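 also: 0% = DMSO-only wells as the low control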
# hcDAF12 agonist: H. contortus DAF-12 nuclear receptor activators, primary screen, cell-based, luminescence, HEK293, lit1-tk-luc reporter. HEK293 hcDAF-12 lit1-tk-luc reporter; 0% DMSO, 100% Δ7-dafachronic acid. hit rate 1.4% among 370,000. activation, % at 6.8 µM. AID 652067, 2013;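 active = activation above the mean of all tested compounds plus 3 SD, cut at about 5.5% in these data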;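 also: 100% = response to 3 µM Δ7-dafachronic acid high control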
# ssDAF12 agonist: S. stercoralis DAF-12 nuclear receptor activators, primary screen, cell-based, luminescence, HEK293, GRIP1 co-expression, lit1-tk-luc | HEK293 ssDAF-12/GRIP1 lit1-tk-luc reporter; % of 3 µM dafachronic acid response | activation, % at 6.8 µM | hit rate 1% among 370,000;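 active = activation above the mean over all tested compounds plus 3 SD, cut at about 0.9% in these data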;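 also: 0% = DMSO-only wells and 100% = 3 µM delta7-dafachronic acid wells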
# hgDAF-12 ag: H. glycines DAF-12 receptor agonists, primary screen, cell-based, luminescence, HEK293, GAL4 fusion, UAS-luciferase. Nuclear hormone receptor DAF-12 (Heterodera glycines), GAL4 fusion. HEK293 GAL4-hgDAF12 UAS-luciferase reporter, agonist luminescence; normalized to butyrate control. activation, % at 6.8 µM. hit rate 1.8% among 370,000;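 active = activation above a cutoff set at the mean of all screened compounds plus 3 SD, cut at about 10% in these data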;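 also: 0% = DMSO wells and 100% = sodium butyrate wells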
# DAX1 inh-2: DAX1 (NR0B1) inhibitors, primary screen, cell-based, HEK293, Gal4-DAX1, luciferase luminescence. HEK293 Gal4-DAX1 luciferase reporter. AID 504766, 2011. hit rate 0.99% among 340,000. inhibition, % at 6.75 µM. Nuclear receptor subfamily 0 group B member 1 (Homo sapiens), P51843;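 active = inhibition above the mean over all tested compounds plus 3 SD, cut at about 4.2% in these data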;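 also: 0% = DAX1-transfected cells with DMSO and 100% = empty-vector control cells with DMSO; inhibition shows as a rise in luminescence from relieved DAX1 repression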
# Target sequence (P51843 207-470 limits assumed): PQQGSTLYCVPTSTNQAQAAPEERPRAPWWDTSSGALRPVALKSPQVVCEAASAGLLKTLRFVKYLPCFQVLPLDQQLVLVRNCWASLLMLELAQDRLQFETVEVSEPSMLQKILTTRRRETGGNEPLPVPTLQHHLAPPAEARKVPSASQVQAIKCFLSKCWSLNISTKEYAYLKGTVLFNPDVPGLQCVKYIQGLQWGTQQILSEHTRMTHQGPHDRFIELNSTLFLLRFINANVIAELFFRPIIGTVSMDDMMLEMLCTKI
# Active calls of the source: *; i = inactive; . = not tested or not shown.
# A first look (5 entries):
SMILES,ADAM10 inh,PG9 binder,GAA850 FXN act,DAX1 inh-1,NPR1 activator,SMARCA2 activ,ADAM17 inh,hcDAF12 agonist,ssDAF12 agonist,hgDAF-12 ag,DAX1 inh-2
CC(C)C[C@@H](CN1CCC[C@H]1CN1C(=O)C(=O)NC[C@@H]1Cc1ccc(O)cc1)N1C[C@H](Cc2ccc(O)cc2)N(CC2CCCCCC2)C(=O)C1=O,7,-0.3,.,-0.6,-2,-1,1,-1.5,-1.6,-4.1,.
Cc1ccnc(NS(=O)(=O)c2ccc(NC(=O)/C=C/c3ccccc3)cc2)n1,-1,-2.1,2.6,0.0,-2,0,0,-0.7,-1.3,1.5,2.7
CCCN(C(=O)CSc1nnc2ccccn12)C1CCS(=O)(=O)C1 (stereo not drawn),-10,0.7,-0.5,-0.7,-2,0,-3,0.5,-1.1,-2.3,0.2
Cc1ccc(S(=O)(=O)N2CN(CC3CCCO3)c3nc4ccccc4nc32)c(C)c1 (stereo not drawn),-397,3.3,1.8,0.6,0,4,-117,8.1*,-0.6,3.3,0.2
CC12C=CC(=O)C=C1CCC1C2C(O)CC2(C)C1CCC2(O)C(=O)CO (stereo not drawn),-6,-1.1,1.8,0.9,2,-4,-4,-1.9,-1.6,-2.7,-0.5

# Main list, from the first entry:
SMILES,ADAM10 inh,PG9 binder,GAA850 FXN act,DAX1 inh-1,NPR1 activator,SMARCA2 activ,ADAM17 inh,hcDAF12 agonist,ssDAF12 agonist,hgDAF-12 ag,DAX1 inh-2
CC(C)C[C@@H](CN1CCC[C@H]1CN1C(=O)C(=O)NC[C@@H]1Cc1ccc(O)cc1)N1C[C@H](Cc2ccc(O)cc2)N(CC2CCCCCC2)C(=O)C1=O,7,-0.3,.,-0.6,-2,-1,1,-1.5,-1.6,-4.1,.
Cc1ccnc(NS(=O)(=O)c2ccc(NC(=O)/C=C/c3ccccc3)cc2)n1,-1,-2.1,2.6,0.0,-2,0,0,-0.7,-1.3,1.5,2.7
CCCN(C(=O)CSc1nnc2ccccn12)C1CCS(=O)(=O)C1 (stereo not drawn),-10,0.7,-0.5,-0.7,-2,0,-3,0.5,-1.1,-2.3,0.2
Cc1ccc(S(=O)(=O)N2CN(CC3CCCO3)c3nc4ccccc4nc32)c(C)c1 (stereo not drawn),-397,3.3,1.8,0.6,0,4,-117,8.1*,-0.6,3.3,0.2
CC12C=CC(=O)C=C1CCC1C2C(O)CC2(C)C1CCC2(O)C(=O)CO (stereo not drawn),-6,-1.1,1.8,0.9,2,-4,-4,-1.9,-1.6,-2.7,-0.5
COc1ccccc1NC(=O)CN(Cc1ccco1)C(=O)c1cccs1,9,0.8,-1.9,0.0,-6,1,4,-0.9,-1.4,-1.0,-0.4
C=CCC1c2cccc(C(=O)O)c2C(=O)N1c1cccc(C)c1 (stereo not drawn),2,-2.4,-0.8,1.0,0,0,-1,1.3,-1.5,4.2,-0.2
CCN(C(=O)COc1cccc2cccnc12)C1CCS(=O)(=O)C1 (stereo not drawn),-34,-0.6,-0.3,-0.5,7,-5,-12,-0.2,-1.3,1.0,-1.6
C#CCNC(=O)C[C@@H]1C[C@@]2(C(=O)OCC)CCC=C2N(Cc2ccc3c(c2)OCO3)C1=O,5,1.4,.,1.4,-1,-4,2,-1.1,-0.8,0.7,.
CCC/C(=N/NC(=O)c1ccccc1Cl)c1ccccc1,0,-0.1,2.4,1.4,-7,0,1,0.2,-1.3,3.4,1.6
CNc1nc(Cl)nc2ncn(C)c12,-5,5.7,0.1,0.7,4,-2,-3,0.1,-0.5,-1.7,0.6
CCN(CC)CCn1c(=O)n(-c2ccc(Cl)cc2)c(=O)c2c3c(sc21)CN(C)CC3,-48,-2.0,0.3,-0.4,-2,2,-10,-0.5,-0.5,1.3,0.3
Cc1cccc(NC(=O)CN2CCN(C(=O)c3ccc(-c4nc5ccccc5s4)o3)CC2)c1C,-14,0.5,3.8,4.0*,7,2,-2,-0.4,-0.7,2.6,0.6
CCc1ccc(OCCn2cccn2)cc1,4,-1.5,5.0,-0.3,2,2,0,-0.8,-1.4,4.4,1.3
CCc1ccccc1NC(=O)CSc1nc2c(c(-c3ccco3)c1C#N)CCCC2,-4,6.5,1.3,-0.3,-1,-5,-5,-1.8,-1.2,-0.3,-1.2
O=C(Cn1c(=O)oc2ccccc21)Nc1ccc(Cl)cc1,1,3.4,-0.2,-0.4,3,1,7,-1.4,-1.1,-0.7,1.2
Cn1c(=O)c(=O)n(C)c2cc(N3CCCCC3)c(NS(=O)(=O)c3ccc(Br)cc3)cc21,-21,-2.1,2.5,-0.9,-2,1,-4,2.4,-1.3,-2.8,-0.2
O=C(OCc1ccc(F)cc1)c1ccc2ccccc2n1,-12,0.1,0.7,-0.5,-4,-2,-5,-0.9,-1.8,-0.9,0.8
CC(=O)Nc1ccc(NC(=O)CCCCCn2nnc3ccccc3c2=O)cc1,-4,-0.7,0.4,-0.1,-2,-1,-4,-0.9,-1.5,-1.4,-0.8
CCn1c(=O)c(C(=O)NNS(=O)(=O)c2ccc(C)cc2)c(O)c2ccccc21,4,-1.9,2.2,0.0,1,-1,1,2.7,-0.4,-1.1,0.0
COc1ccc(NC(=O)CNc2cc(S(=O)(=O)N3CCOCC3)ccc2NCC2CCCO2)cc1 (stereo not drawn),-6,2.0,-2.0,-0.2,0,-5,-1,-1.0,-1.6,4.4,-1.2
COC(=O)[C@]12C[C@H](CC(=O)N3CCN(C(=O)c4ccco4)CC3)C(=O)N(CCc3ccc(OC)c(OC)c3)C1=C[C@H](C(C)(C)C)O[C@@H]2C,7,.,.,0.2,2,-1,4,-4.0,-1.3,-3.8,.
CCc1cc(=O)oc2cc(OCC(N)=O)c(Cl)cc12,-154,1.1,0.3,-1.0,-30,-1,-53,-1.6,-0.8,1.9,-0.1
COc1ccc(-n2sc3ccccc3c2=O)cc1,-7,-0.2,-0.7,0.2,15,13*,-4,4.6,-1.2,3.8,1.0
CC(C)CCN1C(=O)c2ccc(C(=O)OCn3nnc4ccccc4c3=O)cc2C1=O,5,0.3,1.1,0.2,5,1,-1,-1.6,-0.8,0.5,3.3
CCOC(=O)Cc1csc(NC(=O)COc2cccc(C)c2)n1,-7,-0.8,0.5,-0.1,-2,-5,-2,-2.0,-1.5,0.0,-0.7
Cc1cc(=O)oc2cc(NC(=O)COc3cccc(C(F)(F)F)c3)ccc12,i,-0.4,1.0,-0.4,2,2,-352,-0.8,-0.8,-2.8,0.1
CCn1cc(/C=C(\NC(=O)c2ccccc2OC)C(=O)N2CCOCC2)c2ccccc21,1,-2.3,-0.8,-0.2,-4,1,2,-0.8,-1.4,-2.4,-0.8
CCOC1=C2CN(S(=O)(=O)c3ccc(C)cc3)[C@H](c3cccc(Cl)c3)C[C@H]2[C@H]2C(=O)N(c3ccccc3)C(=O)[C@H]2C1,3,1.4,.,-0.7,1,-3,-1,-2.1,-1.1,-0.2,.
CCn1c(Cn2nnc(-c3ccccc3)n2)nnc1SCC(=O)Nc1cccc(C(C)=O)c1,7,0.2,-1.8,-1.0,-1,0,5,-3.5,-1.4,-4.9,2.3
Cn1c(Cn2c(=O)sc3ccccc32)nnc1SCC(=O)Nc1ccc(F)cc1,-8,-0.8,-2.1,-0.7,2,0,-2,-1.9,-1.0,-0.7,-1.2
O=C(O)c1ccc(N=C2NC(=O)C(CO)(CO)S2)cc1,1,-0.5,0.9,0.0,-2,-2,1,1.1,-0.8,0.4,0.8
Cc1nc(NS(=O)(=O)c2ccccc2)sc1C(=O)N/N=C/c1ccccc1,-2,0.4,-0.9,-0.3,2,-2,-3,0.9,-1.6,0.2,-0.5
O=C(COc1ccc(S(=O)(=O)N2CCCCC2)cc1)N1CCCC1,-2,-1.5,-1.3,-0.2,-2,-2,-3,0.3,-1.5,-1.4,-0.1
Cc1ccc(-c2cn3nc(C)c(C)nc3n2)cc1,i,3.3,-3.1,0.1,4,-2,i,2.3,-0.8,-0.8,-3.2
COc1cccc(C2CC(c3c(Cl)cccc3Cl)n3nc(N)nc3N2)c1 (stereo not drawn),-7,-1.3,1.7,1.4,-1,0,1,-0.9,-0.6,2.5,0.2
O=C(C1COc2ccccc2O1)N1CCc2ccccc21 (stereo not drawn),8,1.6,8.0*,2.4,4,2,-5,4.3,-0.5,5.4,1.0
OCCN1CCN(CCCc2c3c(cc4c2CCC4)CCC3)CC1,-15,-1.2,-0.2,0.0,-3,1,-4,0.5,-0.2,0.7,-2.0
Cc1cccc(N2CCN(C(=O)c3ccc(NC(=O)C4CCCO4)cc3)CC2C)c1 (stereo not drawn),-3,-2.9,1.9,-0.9,0,-2,0,-1.7,-1.5,-1.4,-1.2
Cc1cc(C)n(/C(=C/N(C)C)C(=O)c2ccccc2)n1,0,-0.3,-1.2,-0.4,-7,2,-3,-0.6,-2.0,1.3,-0.1
Fc1ccccc1-c1nc(NCCCN2CCOCC2)c2ccccc2n1,-9,-1.9,4.1,-0.5,3,-1,1,0.6,-1.2,-2.5,-2.2
COc1ccc2c(c1)C1=NN(/C(C)=C/C(C)=O)C(c3cccc(F)c3)C1CC2 (stereo not drawn),-74,-0.9,3.0,-0.6,-44,1,-15,3.3,0.6,2.6,0.7
Cc1ccccc1NS(=O)(=O)c1cccc2nonc12,-8,-2.5,-2.5,-1.3,-2,1,-2,-0.5,-0.3,2.9,-0.1
CCOC(=O)C(NC=O)(NC(C)(C)C)C(=O)OCC,0,-2.0,-2.0,1.0,3,0,-3,1.0,-0.8,1.0,0.1
Nc1ncnc2sc3c(c12)CCNC3,-6,2.6,2.5,-0.1,1,-2,-1,-1.2,-1.4,1.8,0.9
C[C@H]1CN([C@@H](C)CO)C(=O)CCCn2nncc2CO[C@@H]1CN(C)S(=O)(=O)c1cccs1,-13,-0.3,.,-0.2,2,-2,-5,-1.0,-0.6,-1.0,.
Cc1ccc(C(=O)Nc2cccnc2)cc1S(=O)(=O)N1CCCC1,1,0.9,0.8,1.4,-2,-1,-1,-1.3,-0.9,-2.1,0.1
CC(C)NC(=O)C1C(c2ccccc2)=Nc2ccccc2N1C(=O)c1ccc(C(F)(F)F)cc1 (stereo not drawn),-18,-1.3,.,-0.8,-6,-3,-6,2.3,2.3*,2.7,.

# Assay outcomes as filed in PubChem.

# This is a random part of the collection; overall some 6.8% were active at least once.
